High-throughput results from PubChem.
p53null 32C kill – kills p53 null cells at the permissive temperature; 55,000 tested, 0.62% active; AID 903; Potency, µM (titrated, usually from 46.1 µM), for inactives: top-dose activity change, negative = cytotoxicity, hits mostly cytotoxic; H1299-neo p53 null cells, ATP luminescence, 24 h, 32C;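 further: potency means the concentration at half of the fitted maximal effect; 0% = DMSO only and -100% = full killing by 100 µM tamoxifen; nearly all actives have a fitted effect of over 55% in size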
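Overnight 37C seeding (600 cells/well) of H1299-neo preceded a 24 hr, 32C exposure to compounds up to 46 uM. ATP levels, read by luminescence after 20 min at RT, indicated surviving cells.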
FH mod – Identification of activators of human fumarate hydratase by quantitative high-throughput screening; Fumarate hydratase, mitochondrial (Homo sapiens), P07954; FH coupled MDH/diaphorase resazurin fluorescence, 15 min; Potency, µM (doses to about 79.9 µM), inactives show at the top dose activity change, negative = inhibition, hits mostly inhibitors; 54,000 tested, 0.22% active; further: potency means the concentration at half of the fitted maximal effect; on the % scale 0 is the no-effect control and ±100 the full control effect; the screen sought activators but most active calls are inhibition curves; nearly all actives have a fitted effect of over 45% in size
NTMT1 inh – blocks human N-terminal methyltransferase 1 activity; Q9BV86; NTMT1 MTase-Glo SAH luminescence, purified enzyme; Potency, µM (series often up to 114 µM), without a hit: at the highest dose activity change, negative = inhibition, hits mostly inhibitors; 59,000 tested, 2.5% active; AID 1645870;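 further: potency means the concentration at half of the fitted maximal effect; plate controls were DMSO vehicle for no effect and no enzyme for full effect; nearly all actives have a fitted effect of over 65% in size; many of its hits are not listed in these tables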
Target sequence (Q9BV86 whole entry, looked up): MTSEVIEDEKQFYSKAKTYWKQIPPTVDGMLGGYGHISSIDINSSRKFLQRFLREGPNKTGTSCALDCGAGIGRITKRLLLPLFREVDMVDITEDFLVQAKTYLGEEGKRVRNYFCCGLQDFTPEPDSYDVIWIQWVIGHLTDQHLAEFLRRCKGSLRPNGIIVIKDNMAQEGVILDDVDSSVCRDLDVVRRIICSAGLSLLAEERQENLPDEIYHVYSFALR
B2AR arrestin ag – ADRB2 beta-arrestin recruitment; AID 1347077; Potency, µM (doses to about 46.1 µM), without a hit: at the top dose activation, hits mostly activators; HTLA Tango cells, beta-arrestin recruitment, luciferase luminescence, 18 h; 44,000 tested, under 10 active; P07550;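 further: potency means the concentration at half of the fitted maximal effect; 0% = DMSO and full agonism = EC100 isoproterenol or metaproterenol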
Target sequence (P07550 whole entry, looked up): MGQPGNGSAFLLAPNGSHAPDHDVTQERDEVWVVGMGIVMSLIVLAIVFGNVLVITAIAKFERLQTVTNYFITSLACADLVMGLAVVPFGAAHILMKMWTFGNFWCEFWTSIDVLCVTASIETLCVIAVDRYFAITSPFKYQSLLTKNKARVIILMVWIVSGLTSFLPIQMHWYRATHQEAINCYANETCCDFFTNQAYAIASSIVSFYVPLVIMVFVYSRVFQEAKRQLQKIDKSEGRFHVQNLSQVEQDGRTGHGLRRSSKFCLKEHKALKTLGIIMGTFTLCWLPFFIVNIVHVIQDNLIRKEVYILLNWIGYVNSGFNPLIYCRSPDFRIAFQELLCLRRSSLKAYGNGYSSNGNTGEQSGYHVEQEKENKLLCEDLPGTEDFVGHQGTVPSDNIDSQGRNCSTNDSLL
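Tango cells (recombinant beta2-AR, beta-arrestin, tTA-driven luciferase), 1500/well in DMEM 1% FBS, treated 18 h at 37 °C with compounds up to 46 µM; luciferin mix added, luminescence read after 15 min; %activity curves fitted and curve-classed.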
PTAP-TSG101 blk – inhibitors of HIV-1 PTAP binding to human TSG101, validation; 44,000 tested, under 10 active; Potency, µM (titrated, usually from 115 µM), for inactives: at the top dose activity change, negative = inhibition, hits mostly inhibitors; AID 1347069; Fluorescence polarization, FITC-PTAP peptide/Tsg101, 20 min; further: potency means the concentration at half of the fitted maximal effect; 0% is about no effect
Target sequence (Q99816 whole entry, looked up): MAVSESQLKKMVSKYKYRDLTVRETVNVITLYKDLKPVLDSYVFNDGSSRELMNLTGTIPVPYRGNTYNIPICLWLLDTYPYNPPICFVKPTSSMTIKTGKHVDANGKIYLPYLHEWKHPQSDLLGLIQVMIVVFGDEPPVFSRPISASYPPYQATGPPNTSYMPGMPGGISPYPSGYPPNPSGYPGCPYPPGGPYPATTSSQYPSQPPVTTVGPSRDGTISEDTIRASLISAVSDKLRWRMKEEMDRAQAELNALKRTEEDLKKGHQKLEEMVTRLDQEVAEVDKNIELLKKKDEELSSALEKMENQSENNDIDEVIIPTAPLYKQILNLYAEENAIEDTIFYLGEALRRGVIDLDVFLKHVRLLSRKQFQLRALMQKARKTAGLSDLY
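Compounds pinned into 10 uM Tsg101 binding domain, then 50 nM FITC-PTAP peptide added in pH 7.5 HEPES buffer; FP read after 20 min, room temperature. Total S+P intensity flags fluorescent compounds; active cut-off <25 µM, efficacy <60%.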
GALK inhibitor – inhibits human galactokinase. recombinant GALK, Kinase-Glo ATP luminescence, 1 h. Potency, µM (highest dose often 57.5 µM), inactives show at the top dose activity, negative = inhibition, actives largely listed as inhibitors. 44,000 tested, under 10 active;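 further: plate controls were full GALK reaction for no effect and reaction lacking GALK for full effect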
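Luminescent ATP-depletion readout (Kinase-Glo Plus, 10 min) after 1 h RT reaction of 5 nM GALK, 35 uM ATP, 100 uM galactose, pH 8.0 HEPES buffer. Decreased kinase activity scored as inhibition.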
p53null 39C kill – kills p53 null cells at the nonpermissive temperature; H1299 p53-null (neo) cells, 39C, ATPlite viability, 24 h; Potency, µM (titrated, usually from 46.1 µM), inactives show top-dose activity, negative = cell killing, actives largely listed as cytotoxic; 55,000 tested, 0.97% active;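 further: potency means the concentration at half of the fitted maximal effect; 0% = DMSO only and -100% = full killing by 100 µM tamoxifen; nearly all actives have a fitted effect of over 50% in size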
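Cells seeded at 600/well, 37C overnight. Compound added (up to 46 uM), plates shifted to 39C for 24 hr. ATPlite added, luminescence read after 20 min at room temperature.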
* = called active by the depositor; ? = inconclusive; nt = not tested or not shown; [ ] = dose if it differs, or a comment. The call rests on the fitted dose curve; in most records, active means well fitted curve in the direction sought with a large enough effect; inconclusive means small, poorly fitted or top-dose-only effect, or another doubt; inactive means no such curve, though single readings can be large; an effect the other way counts as inactive or inconclusive. This is a subset. The share of hits here may be higher or lower than overall.

SMILES,NTMT1 inh,PTAP-TSG101 blk,FH mod,p53null 39C kill,GALK inhibitor,B2AR arrestin ag,p53null 32C kill
CCOc1ccccc1C(=O)N(Cc1ccccc1F)C1CCS(=O)(=O)C1 (stereo unspecified),2%,-14%,0%,25%,3%,-1%,4%
Cc1n[nH]c(C)c1S(=O)(=O)N(CC(=O)NC(C)c1ccccc1)c1ccc(C(C)C)cc1 (stereo unspecified),-4%,-4%,-12%,-2%,0%,-1%,37%[activator]
Cc1ccc(-c2nc3n(n2)C(c2ccccc2C)C=C(c2ccc(Cl)cc2)N3)cc1 (stereo unspecified),21%,-3%,?,31%[activator],7%,-2%,12%
CC1CCc2c(sc(NC(=O)c3cc4nc(-c5ccc(Cl)cc5)cc(C(F)(F)F)n4n3)c2C#N)C1 (stereo unspecified),14%,0%,-5%,nt,9%,-1%,nt
Cc1ccc(-c2cn3nc(N4CCCC(C(=O)NCc5ccc(F)cc5)C4)sc3n2)cc1 (stereo unspecified),-4%,-5%,-26%,-7%,-4%,0%,-10%
O=C(NC1CC(=O)N(c2ccc(F)cc2)C1)c1ccc2c(c1)OCO2 (stereo unspecified),2%,3%,2%,-23%,1%,-3%,3%
Cc1cccc(NC(=O)Cn2c(=O)n(Cc3ccc4c(c3)OCO4)c(=O)c3oc4ccccc4c32)c1C,7%,-3%,9%,-17%,0%,0%,-3%
CN1CCN(C(=O)c2cnn(-c3cccc(Cl)c3)c2C2CCN(C(=O)OC(C)(C)C)CC2)CC1,4%,-7%,0%,-4%,1%,0%,5%
COc1cccc(NC(=O)Cn2c(=O)c3cccn3c3ccc(F)cc32)c1,4%,1%,-4%,-4%,1%,0%,9%
CCc1cc(C(=O)NCc2ccccc2)no1,10%,3%,3%,-29%,0%,1%,-18%
Cc1ccc2cccc(NC(=O)COc3cc(C)c(Cl)c(C)c3)c2n1,-4%,2%,-13%,14%,-1%,0%,-4%
Cc1noc(Cn2c(=O)c3cc4c(cc3n(CC(=O)Nc3ccc(C(C)C)cc3)c2=O)OCO4)n1,6%,-2%,-16%,11%,0%,0%,4%
CCN(CC)c1ccc(NC(=O)CN2CCN(S(=O)(=O)c3cc(Cl)ccc3OC)CC2)cc1,?,-9%,-29%,-6%,0%,1%,-3%
CCN(CC)CCCNC(=O)c1ccc(-c2nc(CN3CCc4ccccc43)c(C)o2)cc1,-18%,-4%,-3%,-4%,4%,1%,9%
CCCn1ccc2c(OCC(=O)Nc3ccc(F)cc3F)cccc2c1=O,-2%,0%,-12%,-14%,0%,-2%,10%
Cc1c(Cl)cccc1NC(=O)C(=O)NCCc1csc(-c2cccc(F)c2)n1,-19%,1%,6%,-6%,2%,0%,-1%
Cc1ccc(CSc2nc(-c3ccccc3C)nc3c2Cc2c(CO)cnc(C)c2O3)cc1,23%,5%,?,-13%,3%,0%,-8%
CCc1cccc(C)c1Nc1nn2c(=O)c3ccccc3nc2s1,-17%,-1%,-5%,-14%,1%,-3%,-4%
CCN(C(=O)c1cccn(Cc2ccccc2C)c1=O)c1ccccc1,-1%,0%,-5%,24%,3%,0%,-16%
CCOC(=O)c1scc(-c2ccc(C)cc2)c1S(=O)(=O)N1CCN(c2ccccc2F)CC1,-3%,2%,-20%,23%,0%,0%,-8%
CN1c2ccc(Cl)cc2-c2nc(SCC(=O)NCc3ccccc3)ncc2S1(=O)=O,-6%,6%,2%,-21%,0%,-1%,4%
Cc1ccccc1CSc1nc2c(sc3ccccc32)c(=O)n1CCCOC(C)C,7%,-3%,-29%,16%,-6%,-3%,2%
CCn1cc2nc(SCc3ccc(C)cc3)n(CCc3ccccc3)c(=O)c2n1,0%,-10%,?,57%[activator],0%,0%,47%[activator]
CCc1ccccc1N1CC(c2nc3ccccc3n2CCC2CCCCC2)CC1=O (stereo unspecified),32%[activator],-1%,-13%,16µM*,-1%,-4%,?
CCCCN(Cc1ccccc1)C(=O)CN(C)S(=O)(=O)c1ccc2c(c1)c(=O)n(C)c(=O)n2C,?,2%,-18%,-19%,7%,1%,-13%
CCOC(=O)C(Cc1c[nH]c2ccccc12)NC(=O)COc1ccc(Cl)cc1 (stereo unspecified),?,-4%,-34%,22%,0%,-1%,11%
COc1ccc(Cn2c(CCC(=O)Nc3ccc(C)c(C)c3)nc3cccnc32)cc1,14%,2%,-2%,-22%,1%,0%,1%
Cc1c(Cl)cccc1-c1ccc(CNCCSc2nnnn2-c2ccccc2)o1,4%,6%,?,-8%,-1%,-1%,-4%
Cn1c(=O)c(=O)n(C)c2cc(S(=O)(=O)N3CCN(c4ccccc4)CC3)ccc21,10%,-2%,-23%,-18%,8%,-1%,3%
Cc1ccccc1C(=O)Nc1ccc2nc(N3CCCCC3)cc(C)c2c1,-17%,0%,-9%,5%,0%,-2%,-1%
COc1ccc(-c2cnc(C)o2)cc1S(=O)(=O)Nc1ccc(C)c(N(C)C)c1,-10%,-4%,?,-8%,-2%,1%,6%
Cc1cc(NC(=O)c2ccccc2Cl)ccc1NC(=O)c1ccccc1,6%,1%,-24%,16%,1%,0%,-3%
O=C(OCC1CCCO1)c1ccc2c(c1)N(Cc1c(F)cccc1Cl)C(=O)c1ccccc1S2(=O)=O (stereo unspecified),-7%,1%,-6%,13%,-2%,0%,5%
O=C(CSc1nc2ccsc2c(=O)n1Cc1ccccc1Cl)NCc1ccc(Cl)cc1,-2%,0%,5%,-7%,1%,-1%,-7%
FC(F)(F)c1cccc(N2CCN(Cc3nnc(-c4ccc5c(c4)OCO5)o3)CC2)c1,12%,1%,-12%,-22%,3%,-2%,0%
Cc1ccc2nc(COc3cccc(NC(=O)COc4ccccc4F)c3)cc(=O)n2c1,?,0%,-16%,0%,-2%,0%,-9%
Cn1c(=O)oc2cc(S(=O)(=O)Nc3ccc(C(=O)O)cc3)ccc21,11%,-4%,8%,-8%,0%,-1%,-10%
Cc1ccc(-n2nc(-c3ccc(F)cc3)c3cnc4cc5c(cc4c32)OCO5)cc1C,2%,3%,2%,1%,1%,-1%,7%
Cc1cccc(NC(=O)N2CCN(C(=O)c3nsc4ccccc34)CC2)c1C,11%,3%,5%,0%,-9%,1%,6%
COc1cccc(NC(=O)CSc2nc3c(oc4ccccc43)c(=O)n2Cc2ccco2)c1,-11%,2%,-4%,-27%,-1%,0%,-24%
Cc1nn(-c2ccc(N3CCCC3)nn2)c(C)c1CCC(=O)NCc1ccccc1,nt,-4%,nt,18%,2%,0%,-2%
Cc1ccc(OCC(=O)Nc2ccc3nn(-c4ccc(C)cc4)nc3c2)cc1,3%,-7%,-1%,-18%,6%,0%,10%
CCOc1cc(CNC(=O)C(NS(=O)(=O)c2cccs2)C(C)C)cc(OCC)c1OCC (stereo unspecified),-5%,-2%,1%,-5%,2%,0%,4%
CC(=O)N1CCCc2cc(S(=O)(=O)N3CCCC(C(=O)N4CCN(c5cc(C)ccc5C)CC4)C3)ccc21 (stereo unspecified),-2%,0%,-33%,-9%,5%,-1%,28%
Cc1ccc(C)c(N2CCN(Cc3csc(C)c3)CC2)c1,15%,-2%,0%,-11%,1%,3%,-15%
Cc1cc(C)n(-c2nc3ccccc3nc2Nc2cc(Cl)ccc2C)n1,2%,-2%,-12%,3%,4%,-2%,5%
COc1ccc(OC)c(CNC(=O)c2cc(=O)[nH]c3ccc(S(=O)(=O)N4CCCCC4C)cc23)c1 (stereo unspecified),0%,-8%,-8%,-10%,0%,4%,5%
COC(=O)CNC(=O)C(Cc1ccccc1)NS(=O)(=O)c1ccc2c(c1)c(=O)n(C)c(=O)n2C (stereo unspecified),16%,-1%,15%,?,1%,0%,-6%
COc1ccc(CCNC(=O)c2ccc3c(c2)CCN3S(=O)(=O)c2ccc(Cl)cc2)cc1,17%,-2%,-11%,-8%,2%,0%,8%
Cc1nc(-c2ccc(Cl)cc2)sc1CCNC(=O)C(=O)Nc1ccc2c(c1)OCCO2,-5%,-4%,-1%,-5%,1%,3%,-16%

Other records.
SMILES,NTMT1 inh,PTAP-TSG101 blk,FH mod,p53null 39C kill,GALK inhibitor,B2AR arrestin ag,p53null 32C kill
CCC(C)NC(=O)Cn1c(=O)n(-c2ccc(C)cc2)c(=O)c2ccccc21 (stereo unspecified),-5%,-2%,8%,-3%,3%,1%,0%
CCn1c(CNC(=O)c2ccc(OC)cc2)nnc1SCC(=O)Nc1ccc(F)cc1,-8%,-6%,-18%,-19%,8%,1%,-1%
COC(=O)c1nnn(CC(=O)Nc2c(C)cccc2C)c1N,6%,-4%,-3%,-27%,0%,0%,5%
Cc1ccc(-n2c(=O)c3c(C)c(C)sc3n(CC(=O)NCc3ccccc3)c2=O)cc1C,1%,1%,13%,-12%,4%,1%,-11%
CN1CCN(C(=O)Nc2cccc(Cl)c2)c2cccnc21,4%,-1%,13%,-19%,7%,1%,-4%
Cc1cc(C)c2nc(C)cc(Nc3cccc(C(=O)O)c3)c2c1,18%,0%,-10%,-3%,2%,1%,7%
Cc1c(C(=O)NCCc2ccc(Cl)cc2)sc2nc3n(c(=O)c12)CCCC3,-18%,-3%,?,-11%,1%,3%,4%
O=C(/C=C/c1ccccc1)Nc1nc2n(n1)C(c1ccc(Cl)cc1)C=C(c1ccccc1)N2 (stereo unspecified),15%,1%,6%,-3%,2%,-3%,4%
COc1ccc(OCC(=O)OCc2cc(=O)n3cc(C)sc3n2)cc1,-4%,-9%,4%,3%,0%,0%,1%
Cc1cc(C)cc(NC(=O)c2cc3c(=O)n(Cc4ccco4)ccc3nc2C)c1,nt,-5%,nt,-8%,1%,1%,23%
Cc1ccc(C)c(-n2nnc(-c3nc(-c4ccc(Cl)cc4)no3)c2N)c1,-2%,3%,5%,-11%,?,-1%,0%
COc1ccc(C(CC(=O)Nc2ccccn2)N2Cc3ccccc3C2=O)cc1OC (stereo unspecified),?,2%,5%,12%,1%,0%,-5%

Quoted at random: two records from the list
SMILES,NTMT1 inh,PTAP-TSG101 blk,FH mod,p53null 39C kill,GALK inhibitor,B2AR arrestin ag,p53null 32C kill
COc1ccc(OCC(=O)OCc2cc(=O)n3cc(C)sc3n2)cc1,-4%,-9%,4%,3%,0%,0%,1%
COC(=O)c1nnn(CC(=O)Nc2c(C)cccc2C)c1N,6%,-4%,-3%,-27%,0%,0%,5%

Molecules above containing a COOH group, in the order listed:
SMILES,NTMT1 inh,PTAP-TSG101 blk,FH mod,p53null 39C kill,GALK inhibitor,B2AR arrestin ag,p53null 32C kill
Cn1c(=O)oc2cc(S(=O)(=O)Nc3ccc(C(=O)O)cc3)ccc21,11%,-4%,8%,-8%,0%,-1%,-10%
Cc1cc(C)c2nc(C)cc(Nc3cccc(C(=O)O)c3)c2c1,18%,0%,-10%,-3%,2%,1%,7%
